Screening data from PubChem BioAssay.
ELG1 DNA repair: qHTS screen for small molecules that inhibit ELG1-dependent DNA repair in human embryonic kidney (HEK293T) cells expressing luciferase-tagged ELG1 | Potency, µM (series often up to 46.1 µM), without a hit: at the top dose activity change, negative = inhibition, hits mostly inhibitors | 2.3% of 330,000 active | HEK293T ELG1-luciferase reporter, luminescence, 16 h; DNA damage induced by 5-fluorouridine; also: potency is read from the fitted curve at half-maximal effect; % is scaled to controls: 0 for no effect and ±100 for the full control effect; nearly all actives have a fitted effect of over 55% in size
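HEK293T cells expressing luciferase-tagged ELG1 (2,000/well) received 5-Fluorouridine plus compound or DMSO for 16 hr at 37 °C. Luciferase was read by ONE-Glo luminescence after 30 min at room temperature.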
Mito fusion yeast: qHTS Assay for Small Molecule Inhibitors of Mitochondrial Division or Activators of Mitochondrial Fusion; S. cerevisiae fusion-defective mutant growth rescue, CellTiterGlo 48 h; Potency, µM (series often up to 46.1 µM), for the others: at the highest dose growth rescue (activation), usual class: activators; 0.23% of 320,000 active; AID 485298, 2010;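 also: potency is read from the fitted curve at half-maximal effect; % of control where 0% means no effect; nearly all actives have a fitted effect of over 45% in size; temperature-sensitive fusion mutants such as fzo1-1 at 37 °C on non-fermentable ethanol glycerol medium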
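Compounds are tested for their ability to restore growth of mitochondrial fusion-defective yeast strains at non-permissive 37C in YPEG medium over 48 hours. Viability is quantified by luciferase luminescence.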
KCNH2 WT inh: qHTS for Inhibitors of KCHN2 3.1: Wildtype qHTS; 0.37% of 340,000 active; U2OS, BacMam KCNH2, thallium flux FluxOr; hits give low values; activity change, % at 1.84 µM; Voltage-gated inwardly rectifying potassium channel KCNH2 (Homo sapiens), Q12809;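 active = maximum activity change below -70%; inconclusive = maximum activity change between -70% and -50%; inactive = maximum activity change above -50%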; also: % is scaled to controls: 0 for no effect and ±100 for the full control effect
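U2OS cells were transduced with wild-type KCNH2 virus (2.03 x 10^8 / mL) for 4 h at room temperature, then cultured overnight at 37 C. Thallium flux was read with FluxOr dye. Rate constants were normalized to DMSO controls.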
A-T KAP1 phos: qHTS Assay for Identifying a Potential Treatment of Ataxia-Telangiectasia; 0.19% of 320,000 active; Potency, µM (highest dose often 57.5 µM), without a hit: at the top dose activation, actives largely listed as activators; […] A-T fibroblasts, KAP-1 phosphorylation AlphaLISA; neocarzinostatin DNA damage 30 min before lysis; also: potency is read from the fitted curve at half-maximal effect; % of control where 0% means no effect; nearly all actives have a fitted effect of over 45% in size
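ATM-like activity read as KAP-1 phosphorylation via AlphaLISA donor/acceptor antibody pairs after lysis and 6 hr at 25C. Cells were ATM-null patient fibroblasts ([…], hTERT), dosed 60 min, then exposed to the DSB inducer NCS for 30 min.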
TRPV1 ag: HTS Assay for Compounds that Act as Agonists of the Vanilloid Receptor 1; Transient receptor potential cation channel subfamily V member 1 (Homo sapiens), Q8NER1; activation, % at 8.33 µM; TRPV1-expressing cells, Fluo-8 calcium influx, agonist mode; 0.19% of 320,000 active; in the data active = activation above about 80%; inconclusive = between about 30% and that limit; also: 0% is about no effect
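Cells expressing TRPV1 were dye-loaded with Fluo-8 and read kinetically: 10 s baseline, 3 min after compound (agonist portion), then 2 min after EC20 capsaicin (allosteric enhancer portion). Calcium-bound dye fluorescence at 480/520 nm.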
TCR activator: Activators of T cell receptors: qHTS campaign; primary human leukocytes, anti-CD3, IL-2 HTRF, 48 h; Potency, µM (highest dose often 9.22 µM), for inactives: at the highest dose activation of IL-2 secretion, actives largely listed as activators; 330,000 tested, under 10 active; AID 504894, 2011; also: % of control where 0% means no effect
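Primary human leukocytes incubated 48 hr with anti-CD3 beads plus compound, without co-stimulation. Secreted IL-2 measured by HTRF (europium cryptate/d2 anti-IL-2 pair, 320 nm excitation, 665 nm emission).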
TSHR antag: Antagonists of the Thyroid Stimulating Hormone Receptor: HTS campaign; Thyrotropin receptor (Homo sapiens), P16473; TSHR-expressing cells, TSH-stimulated cAMP HTRF, 2 h; hits give low values; activity change, negative = inhibition, % at 11.5 µM; 0.2% of 330,000 active;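 active = activity change below a set negative limit, meaning inhibition stronger than a set level, cut at about -70% in these data; inconclusive = activity change between two set negative limits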; also: % is scaled to controls: 0 for no effect and ±100 for the full control effect
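Antagonism was scored as loss of TSH-driven cAMP in TSHR cells, stimulated with 4nM TSH (EC80) for 2 hours at 37 deg C and detected by homogeneous HTRF competition immunoassay.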
KCNH2 3.1 inh: qHTS for Inhibitors of KCHN2 3.1: Mutant qHTS | Potassium voltage-gated channel subfamily H member 2, brain isoform KCNH2 3.1 (human) | U2OS KCNH2 3.1, thallium flux FluxOr; hits give low values | activity change, % (tested at about 1.8 µM) | 0.95% of 340,000 active | AID 720553, 2013;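 active = maximum activity change below -70%; inconclusive = maximum activity change from -70% to -50%; inactive = maximum activity change above -50%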;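 also: thallium influx rate constant from kinetic fluorescence after stimulation buffer; % is scaled to controls: 0 for no effect and ±100 for the full control effect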
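Thallium flux read-out: FluxOr dye with Red40 quencher in HBSS/HEPES, 45 min at RT. Rate constants from kinetic reads were normalized to positive and negative DMSO controls. Cells: U2OS virally expressing the 3.1 isoform.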
Eya2 phos inh: qHTS Assay for Inhibitors of the Phosphatase Activity of Eya2. recombinant Eya2, OMFP fluorescence dephosphorylation (OMFP is methylfluorescein phosphate). AID 488837, 2010. Protein phosphatase EYA2 (Homo sapiens), O00167. Potency, µM (top dose mostly 76.9 µM), inactives show at the highest dose activity, negative = inhibition, hits mostly inhibitors. 0.006% of 330,000 active; also: potency is read from the fitted curve at half-maximal effect; % is scaled to controls: 0 for no effect and ±100 for the full control effect
Target sequence (O00167 whole entry, looked up): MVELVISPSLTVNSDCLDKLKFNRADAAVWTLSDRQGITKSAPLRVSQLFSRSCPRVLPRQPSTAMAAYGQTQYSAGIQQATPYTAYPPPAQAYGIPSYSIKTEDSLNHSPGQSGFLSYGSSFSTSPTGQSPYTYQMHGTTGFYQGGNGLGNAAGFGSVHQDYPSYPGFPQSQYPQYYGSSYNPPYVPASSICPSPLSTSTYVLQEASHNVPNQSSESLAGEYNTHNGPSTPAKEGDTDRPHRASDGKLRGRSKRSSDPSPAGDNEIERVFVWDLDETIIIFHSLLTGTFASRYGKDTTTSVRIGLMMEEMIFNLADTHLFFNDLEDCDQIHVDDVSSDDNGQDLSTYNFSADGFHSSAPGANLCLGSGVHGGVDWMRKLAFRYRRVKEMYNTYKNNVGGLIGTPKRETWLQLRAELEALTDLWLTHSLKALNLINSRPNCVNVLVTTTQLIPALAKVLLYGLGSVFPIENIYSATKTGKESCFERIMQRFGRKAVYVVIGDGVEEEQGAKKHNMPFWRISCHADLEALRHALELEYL
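Eya2 (0.2 uM) preincubated 10 min at ambient with compound, then OMFP substrate added at 50 uM; 10 min reaction in 50 mM HEPES pH 7.5, 50 mM NaCl, 5 uM MgCl2, 0.05% BSA, 1 mM DTT. Fluorescence read at Ex 485/Em 525 nm.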
USP2a block: qHTS Assay for Inhibitors of Ubiquitin-specific Protease USP2a Using CHOP2 as the Reporter. Potency, µM (highest dose often 38.3 µM), without a hit: at the top dose activity change, negative = inhibition, usual class: inhibitors. 0.01% of 330,000 active. Ubiquitin carboxyl-terminal hydrolase 2 (Homo sapiens), O75604. USP2 core, Ub-CHOP2 coupled fluorogenic reporter, 485/531;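 also: potency is read from the fitted curve at half-maximal effect; plate controls were DMSO wells for no effect and full inhibition by NEM control for full effect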
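Cell-free coupled assay: 10nM USP2 core preincubated 30min RT with compound in Tris-HCl pH 8.0/CaCl2/CHAPS buffer, then 25nM Ub-CHOP2 and 25nM reporter substrate; fluorescence (Ex 485/Em 531) read after 60min RT, normalized to NEM inhibition, concentration-response curves fitted.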
Starred values were filed as active, the others as inactive; ? = inconclusive; / = not tested or not shown; [ ] = another dose, or the depositor's remark. Unless noted, calls follow the shape of the dose curve; as a rule, active = well fitted curve in the direction sought with a large enough effect; inconclusive = small, poorly fitted or top-dose-only effect, or another doubt; inactive = no such curve, though single readings can be large; an effect the other way counts as inactive or inconclusive. Some of the compounds tested; count on the stated rates, not on these rows.

SMILES	ELG1 DNA repair	Mito fusion yeast	KCNH2 WT inh	A-T KAP1 phos	TRPV1 ag	TCR activator	TSHR antag	KCNH2 3.1 inh	Eya2 phos inh	USP2a block
C=CCn1c(SCC(=C)C)nc2c1c(=O)[nH]c(=O)n2C	0.4%	13.4%	2.9	8.1%	2.5	0.1%	-5.7	14.1	-13.1%	3.9%
CCN=C1NN=C(c2c[nH]c3ccccc23)CS1	?	-3.4%	4.5	-6.9%	-2.2	2.8%	-1.5	13.1	-8.5%	-0.7%
Cc1cc(Nc2cc(Cl)cc(Cl)c2)nc(N)n1	?	-5.1%	0.1	0.5%	-4.8	-2.1%	-6.1	3.8	-3.3%	0.3%
C[N+]1(CCNC(=O)/C=N/O)CCCCC1	16.2%	1.2%	-2.3	5.7%	-4.0	8.8%	3.2	-10.2	-2.0%	-2.0%
COc1ccc(N2CCN(CCNC(=O)c3ccc4nc5ccccc5c(=O)n4c3)CC2)cc1	?	-2.1%	11.2	-7.0%	1.1	-0.2%	-11.3	3.6	?	1.1%
O=C(CSc1nc(-c2ccccc2)nc2c1Cc1ccccc1O2)Nc1ccccc1	4.2%	-1.2%	/	2.7%	2.0	/	20.7	/	14.8%	0.0%
Cc1nn(Cc2ccccc2)c(C)c1C(=O)Nc1ccc(N2CCOCC2)cc1	-14.3%	-0.3%	-2.7	0.9%	1.5	-0.3%	-0.4	1.8	-32.4%[15.4 µM]	4.7%
O=C(NC1CC1)C1=C[C@@H](c2ccccc2)C[C@@H](OCc2ccc(CO)cc2)O1	?	-4.1%	-0.1	-22.6%	5.2	7.7%	-2.6	-6.9	4.6%	-13.2%
O=C(COc1ccccc1)Nc1ccncc1	-5.3%	4.4%	-8.5	0.1%[11.5 µM]	9.0	-0.7%	-2.0	17.7	-0.4%	0.0%
Cc1ccc(Cl)cc1N1CCN(C(=O)Cc2c(C(=O)O)[nH]c3ccc(Cl)cc23)CC1	-6.4%	-0.5%	3.4	-2.6%	1.5	0.8%	-20.5	11.6	14.1%	3.3%
NC(=O)c1cc(S(=O)(=O)N2CCOCC2)ccc1N1CCCC1	-1.4%	0.4%	-18.0	0.4%	-4.7	-0.9%	-10.9	-16.3	9.4%	1.7%
COCCn1c(SCC(=O)Nc2cc(C)nn2-c2ccccc2)nnc1-c1ccncc1	4.4%	-4.4%	13.0	2.9%	-2.0	-0.3%[46.1 µM]	20.3	5.5	-2.7%	-1.6%
Cc1onc(-c2ccccc2)c1C(=O)N/N=C/c1cccs1	0.0%	2.5%	2.2	4.9%	-6.3	3.5%	13.1	5.0	-10.6%	1.8%
CCC(C)(C)NC(=O)C1c2ccccc2Oc2ccccc21	3.0%	19.1%	-5.9	0.4%	-3.5	0.7%	-6.7	29.9	-4.8%	1.3%
CSc1nc(N)n(-c2cc(C(F)(F)F)ccn2)n1	11.8%	0.4%	-4.4	-0.7%	-2.2	1.5%	8.9	5.8	-24.8%	-0.5%
Cn1c(SCC(=O)NC2CC2)nnc1-c1ccccc1	-7.7%	-0.9%	-5.2	-4.3%	0.7	6.9%	-2.8	7.7	8.4%	-0.6%
COc1cc(CNc2nnnn2C)ccc1OCc1ccc(F)cc1Cl	-0.9%	5.6%	-3.3	-0.9%	?	-1.4%	18.6	6.9	-14.6%	1.4%
COc1ccccc1CNC(=O)C1CC(=O)N(C2CCCC2)C1 (stereo not drawn)	-3.5%	1.7%	3.3	13.9%	-1.7	-0.8%	-1.6	-1.3	-25.5%	-0.7%
CC(=O)Nc1ccc(S(=O)(=O)NCC(=O)NC(C)c2ccc(S(N)(=O)=O)cc2)cc1 (stereo not drawn)	?	3.0%	-6.8	4.5%	-9.9	-4.5%	-1.9	-1.7	1.1%	2.1%
CC(C)C(NC(=O)c1ccccc1NC(=O)c1ccccc1)C(=O)NCCCn1ccnc1 (stereo not drawn)	9.0%	-2.6%	-5.2	0.8%	-3.0	-4.6%	12.0	-12.1	-10.5%	2.7%
Fc1ccc(N2CCN(Cc3nnc(-c4ccccc4)o3)CC2)cc1	14.0%	11.7%	6.4	5.1%	-0.6	-6.0%[46.1 µM]	-5.5	11.4	3.1%	4.5%
CC(C)n1cc(C(=O)N2CCCC(N3CCN(c4cccc(Cl)c4)CC3)C2)cn1 (stereo not drawn)	-8.6%	-1.0%	10.0	7.5%	0.8	-3.2%	-11.0	1.7	-20.2%	3.5%
O=C(Nc1ccnn1C1CCN(C2CCCCC2)CC1)c1cccc(F)c1	12.0%	-1.9%	33.9	-7.5%	2.0	-0.5%	4.7	-7.2	8.8%	0.1%
Nc1ccccc1C(=O)NNc1ncc(C(F)(F)F)cc1Cl	27.9%	-0.3%	12.6	-3.9%	18.5	10.0%	-6.2	3.3	4.4%	2.0%
CCOc1ccc(NC(=S)N2CCC(C(N)=O)CC2)cc1	12.1%	-0.7%	7.3	-6.0%	-3.5	0.9%[46.1 µM]	27.8	1.8	4.5%	2.5%
(listing goes on)
SMILES	ELG1 DNA repair	Mito fusion yeast	KCNH2 WT inh	A-T KAP1 phos	TRPV1 ag	TCR activator	TSHR antag	KCNH2 3.1 inh	Eya2 phos inh	USP2a block
O=C(CNC(=O)c1cccs1)OCC(=O)c1cccs1	12.7%	1.0%	-2.6	0.8%	1.8	-1.7%	6.0	6.5	15.0%	-0.3%
COc1ccccc1C(=O)NCCC(=O)NCC1COc2ccccc2O1 (stereo not drawn)	1.2%	-7.9%	-7.1	1.7%	0.9	-9.8%	-14.0	9.2	-5.3%	-3.1%
COc1ccc(CN(C)C(=O)c2cc(S(=O)(=O)NCc3ccccc3)ccc2C)c(OC)c1	?	1.1%	-1.3	-6.7%	17.6	-1.4%	-6.7	7.5	6.8%	-0.5%
Cc1cccc(C(=O)Nc2sc3c(c2C#N)CCCCC3)c1	?	-1.6%	-8.3	/	?	2.5%[46.1 µM]	-12.3	-11.5	-9.9%	-0.9%
O=C1COc2ccc(C(=O)COC(=O)CNS(=O)(=O)c3cccc(F)c3)cc2N1	12.7%	-5.8%	4.1	-5.8%	0.4	-2.6%	20.6	9.9	-21.2%	2.3%
OC(CNCc1ccc(-c2ccccc2)cc1)c1ccccc1 (stereo not drawn)	-12.7%	-4.9%	1.6	-5.2%	0.0	1.8%	2.4	-15.8	-2.7%	4.3%
CS(=O)(=O)c1ccc(-n2c(=O)n(Cc3ccccc3)c(=O)c3[nH]cnc32)cc1	-10.3%	27.8%	-0.2	2.9%	-0.6	-8.3%	-14.6	4.8	15.3%	-2.1%
O=C(CNC(=O)c1cccs1)N/N=C/c1c(F)cccc1Cl	?	-1.4%	-14.1	1.9%	-4.8	0.4%	15.0	-6.9	-2.9%	7.3%
CCOC(=O)c1ccc(N2C(=O)CC(N3CCCC(C)C3)C2=O)cc1 (stereo not drawn)	7.0%	-1.9%	-5.9	4.7%	3.2	-3.2%	9.5	-4.0	-0.8%	-0.2%
O=C1C2C3C=CC(CC3)C2C(=O)N1/N=C/c1ccco1 (stereo not drawn)	?	-2.0%	1.3	2.5%	0.3	-3.9%	-9.0	2.8	10.6%	-1.2%
CSc1ccccc1NC(=O)CSCc1ccc(C)cc1	1.8%	-0.3%	-3.9	6.7%	?	2.7%	-22.1	-4.3	-5.0%	0.3%

Some of the entries above in a different format.
Molecule,ELG1 DNA repair,Mito fusion yeast,KCNH2 WT inh,A-T KAP1 phos,TRPV1 ag,TCR activator,TSHR antag,KCNH2 3.1 inh,Eya2 phos inh,USP2a block
O=C(CNC(=O)c1cccs1)N/N=C/c1c(F)cccc1Cl,?,-1.4%,-14.1,1.9%,-4.8,0.4%,15.0,-6.9,-2.9%,7.3%
CCOC(=O)c1ccc(N2C(=O)CC(N3CCCC(C)C3)C2=O)cc1 (stereo not drawn),7.0%,-1.9%,-5.9,4.7%,3.2,-3.2%,9.5,-4.0,-0.8%,-0.2%
O=C1C2C3C=CC(CC3)C2C(=O)N1/N=C/c1ccco1 (stereo not drawn),?,-2.0%,1.3,2.5%,0.3,-3.9%,-9.0,2.8,10.6%,-1.2%
CSc1ccccc1NC(=O)CSCc1ccc(C)cc1,1.8%,-0.3%,-3.9,6.7%,?,2.7%,-22.1,-4.3,-5.0%,0.3%
